High-throughput results from PubChem BioAssay.
CHOP UPR activ: activators of apoptotic CHOP UPR arm, primary screen, cell-based, CHO-CHOP luciferase reporter, luminescence, uHTS; UPR activation; percent of tunicamycin response over DMSO baseline; activation, % at 10 µM; 330,000 tested, 0.34% active;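 active = at 10 µM dose, activation of 40% or more, normalized to positive control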;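 note: 100% = tunicamycin at 10 µg/mL and 0% = DMSO alone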
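Material: CHO-CHOP cells, stable luciferase reporter of PERK-eIF2a-CHOP signalling; quantity: 500 reporter cells seeded per well; buffer or medium: F12 medium containing 10% fetal bovine serum; compound: one dose, 10 µM in 0.5% DMSO; incubation: 6 h compound treatment, 37 °C; measured by: Steady-Glo luciferase luminescence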
CXCR6 block: CXCR6 receptor inhibitors, primary screen, cell-based, beta-arrestin, luminescence, CHO-K1 PathHunter, 1536-well. inhibition, % at 20 µM. 360,000 tested, 0.36% active; in the data active = inhibition above about 34%, passing the limit was not always enough;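 note: antagonist mode with CXCL16 agonist at 10 nM final; 0% = 10 nM CXCL16 with DMSO and 100% = unstimulated wells without agonist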
Target sequence (O00574 whole entry, looked up): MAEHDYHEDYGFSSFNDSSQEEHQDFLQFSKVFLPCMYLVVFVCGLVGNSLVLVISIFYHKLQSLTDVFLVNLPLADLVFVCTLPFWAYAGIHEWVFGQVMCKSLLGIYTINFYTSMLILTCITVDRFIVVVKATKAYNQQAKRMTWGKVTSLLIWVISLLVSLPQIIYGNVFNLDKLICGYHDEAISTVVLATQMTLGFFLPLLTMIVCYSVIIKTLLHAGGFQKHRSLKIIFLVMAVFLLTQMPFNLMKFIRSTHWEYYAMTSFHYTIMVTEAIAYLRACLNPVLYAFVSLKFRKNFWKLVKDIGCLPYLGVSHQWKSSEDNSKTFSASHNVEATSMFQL
UPR XBP1 act: activators of adaptive XBP1 UPR arm, primary screen, cell-based, CHO-XBP1 luciferase reporter, luminescence, uHTS. IRE1-XBP1 UPR activation; percent of tunicamycin response, DMSO as zero. activation, % at 20 µM. 330,000 tested, 0.33% active;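 active = versus positive control, 20 µM dose yields 30% or more activation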;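 note: 100% = tunicamycin at 10 µg/mL and 0% = DMSO only wells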
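Material – CHO cell line with stable XBP1 luciferase reporter · Buffer or medium – F12 plus 10% FBS · Compound – single point, 20 µM final compound, 1% DMSO · Schedule – 16-18 h cell attachment at 37 °C, then 6 h compound exposure · Signal – Steady-Glo luminescence read · Benchmarks – high control tunicamycin 10 µg/mL final, low control DMSO vehicle only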
tim10-1 inh: growth inhibitors of tim10-1 mutant yeast, primary screen, luminescence, uHTS; S. cerevisiae tim10-1 ts strain growth, BacTiter-Glo, 24 h; inhibition, % at 20 µM; 330,000 tested, 2.2% active;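 active = inhibition of at least 40%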;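 note: mutant grown at 25 °C; 0% = DMSO wells with yeast and 100% = wells holding no yeast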
TIM10 inh: growth inhibitors of isogenic TIM10 control yeast, primary screen, counter-screen for tim10-1 yeast inhibitor project, luminescence, uHTS; AID 463195, 2010; S. cerevisiae TIM10 strain growth, BacTiter-Glo luminescence, 24 h; 330,000 tested, 1.4% active; inhibition, % at 10 µM;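 active = inhibition of 40% or more at the single tested concentration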;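 note: wild-type TIM10 isogenic control strain grown at permissive 25 °C; 0% = DMSO yeast wells and 100% = minimal medium wells without yeast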
tim23-1 inh: growth inhibitors of tim23-1 mutant yeast, primary screen, luminescence, uHTS. S. cerevisiae tim23-1 growth, BacTiter-Glo luminescence, 24 h. 330,000 tested, 1.3% active. inhibition, % at 20 µM;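 active = growth inhibition of the mutant yeast at or above 50%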;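 note: temperature-sensitive mutant grown at 25 °C; plate controls were DMSO-treated mutant yeast for no effect and medium wells lacking yeast for full effect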
APJ agonist: agonists of human apelin receptor APJ, primary screen, CHO-K1 cells, PathHunter beta-arrestin, luminescence; P35414; 0% DMSO wells, 100% apelin; activation, % at 20 µM; 330,000 tested, 0.11% active;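 active = activation more than six SD over the plate average, tested at 20 µM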;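 note: 0% = DMSO alone and 100% = apelin-13 at 10 nM; some results filed as inactive read as strong as hits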
Target sequence (P35414 whole entry, looked up): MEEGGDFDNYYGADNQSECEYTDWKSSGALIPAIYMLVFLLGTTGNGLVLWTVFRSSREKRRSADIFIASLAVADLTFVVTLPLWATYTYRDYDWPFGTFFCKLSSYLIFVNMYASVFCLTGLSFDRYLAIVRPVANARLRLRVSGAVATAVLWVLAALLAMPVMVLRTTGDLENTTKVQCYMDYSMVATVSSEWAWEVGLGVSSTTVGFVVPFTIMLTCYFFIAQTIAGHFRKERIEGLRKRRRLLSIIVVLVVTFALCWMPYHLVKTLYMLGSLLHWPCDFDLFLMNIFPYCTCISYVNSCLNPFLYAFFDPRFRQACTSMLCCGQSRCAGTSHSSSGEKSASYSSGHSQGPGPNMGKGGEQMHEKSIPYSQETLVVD
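Incubation: overnight seeding, 90 min compound at 25 °C, 1 h detection; test system: PathHunter CHO-K1 APJ (AGTRL-1) beta-arrestin reporter cells; amount: 1000 cells/well; doses: one dose, 20 µM compound, 1% DMSO; measured by: beta-gal luminescence; measure: agonist-driven arrestin binding to APJ; benchmarks: negative DMSO alone, positive Apelin-13 at 10 nM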
APJ antagonist: antagonists of human apelin receptor APJ, primary screen, CHO-K1 cells, beta-arrestin complementation, luminescence; P35414; inhibition, % at 20 µM; 330,000 tested, 0.32% active;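 active = inhibition above about 40% at 20 µM, limit read from the data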;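 note: cells challenged with 10 nM apelin-13 agonist together with compound; plate controls were apelin-13 plus DMSO wells for no effect and DMSO wells lacking apelin-13 for full effect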
Mdm2 MdmX PPI: inhibitors of human Mdm2-MdmX association, primary screen, cell-based, luminescence, split luciferase, SaOS-2, uHTS; inhibition, % at 8 µM; 330,000 tested, 3% active; SaOS-2 split-luciferase Mdm2/MdmX complementation; Protein Mdm4 (Homo sapiens) + E3 ubiquitin-protein ligase Mdm2 (Homo sapiens), …;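 active = inhibition of at least 50% at 8 µM in the primary screen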
* marks the source's active call; other numbers are inactive results. Not all compounds are listed; rates above refer to the full screens.

#1 CCOC(=O)c1cc(-c2ccc(OC)cc2)nc2c1c(C)nn2CCC(N)=S
#2 Nc1cc(=O)[nH]c(SCC(=O)Nc2cc(S(=O)(=O)N3CCOCC3)ccc2Cl)n1
#3 COc1ccccc1-c1cc(C(=O)Nc2sc3c(c2C#N)CCC(C)C3)c2ccccc2n1 (stereo not drawn)
#4 O=S(=O)(Nc1ncccc1O)c1ccc(Cl)cc1
#5 O=C(OCc1ccc(F)cc1)c1cccnc1Cl
#6 Cc1ccc(OCCn2cnc(Cl)c2Cl)cc1
#7 CCn1nc(C)c(Br)c1-c1nc(-c2cccc(C)c2)no1
#8 C#CCn1c(=NC(=O)c2ccc(Br)s2)sc2cc(NC(C)=O)ccc21
#9 COc1ccc(-n2c(SCC(=O)Nc3ccc(Cl)cc3)nc(O)c(Cc3ccccc3)c2=O)cc1
#10 O=C(NCc1ccccc1F)c1ccc2c(c1)OCO2
assay / entry	1	2	3	4	5	6	7	8	9	10
CHOP UPR activ	-0.1	-0.8	-0.9	-1.5	3.4	-0.9	2.3	2.3	-1.5	-0.3
CXCR6 block	14	0	21	-5	7	-1	-7	-1	-2	3
UPR XBP1 act	3	0	-2	2	6	2	3	-1	-6	-1
tim10-1 inh	35	15	21	8	-4	15	5	23	22	6
TIM10 inh	31	13	-19	7	5	-14	0	12	8	-11
tim23-1 inh	40	10	-13	11	-8	1	15	-1	10	4
APJ agonist	-6	-7	-6	2	3	1	-5	1	-5	-5
APJ antagonist	33	12	24	5	-21	21	4	-5	14	12
Mdm2 MdmX PPI	-33	-18	40	0	0	7	-10	33	22	-40

#11 Clc1ccccc1Cc1noc(CN2CCN(c3cnccn3)CC2)n1
#12 COc1cccc(NC(=S)/C(=C(\[O-])c2ccc(OC(F)F)cc2)[n+]2ccccc2)c1
#13 CC(C)[C@H](NC(=O)c1ccccc1F)C(=O)NCCc1ccccc1
#14 C=CCc1c(C)nc2c(C(=O)O)cnn2c1C
#15 Cc1cc(OCC(=O)N2CCN(c3ccccc3)CC2)c2c(C)cc(=O)oc2c1
#16 O=C(C[C@@H]1C/C=C\C[C@H](Cc2ccc(F)cc2)C(=O)OC[C@@H](Cc2c[nH]c3ccccc23)NC1=O)NCCO
#17 CCOC(=O)CNC(=O)N1CCC(CCC(=O)N(C)Cc2ccccc2)CC1
#18 Cn1c(SCC(=O)N2CCCCCC2)nc2c(c1=O)SCC2
#19 COc1ccc(-c2c(C#N)c(C)nc3c2C(=O)c2ccccc2-3)cc1
#20 O=C(N/N=C/c1cc(O)ccc1[N+](=O)[O-])c1ccc2c(c1)OCCO2
assay / entry	11	12	13	14	15	16	17	18	19	20
CHOP UPR activ	-0.8	3.4	6.5	-0.3	3.1	0.6	0.4	-0.2	-1.8	2.1
CXCR6 block	7	15	6	2	0	-4	0	8	5	17
UPR XBP1 act	-2	3	-3	0	3	0	2	-3	2	0
tim10-1 inh	18	9	19	-3	0	-1	1	24	10	-6
TIM10 inh	-20	9	-1	-2	-9	-2	2	15	8	7
tim23-1 inh	17	15	23	-3	-6	10	-15	23	11	-6
APJ agonist	-3	-1	0	-4	-3	-4	1	3	-5	-1
APJ antagonist	-17	5	-12	19	-13	-1	2	10	2	15
Mdm2 MdmX PPI	-6	18	-26	-7	76*	-3	4	12	21	-8

#21 Cn1c(Cn2c(=O)sc3ccccc32)nnc1SCC(N)=O
#22 NC(=O)C(c1ccc(Cl)cc1)c1ncc(C(F)(F)F)cc1Cl (stereo not drawn)
#23 O=C(NC(=S)Nc1ncc(Br)cc1Br)c1cncc(Br)c1
#24 CCCCOC(=O)c1ccc(NC(=O)/C=C/c2cccs2)cc1
#25 COc1ccc(OC)c(S(=O)(=O)n2nnc3cc(Cl)ccc32)c1
#26 COc1ccc(S(=O)(=O)N2CCN(Cc3cc(=O)n4ccccc4n3)CC2)cc1
#27 CC1CC(NC(=O)CC#N)CC(C)(C)C1 (stereo not drawn)
#28 CCN(CC)c1ccc(S(=O)(=O)N2CCCCC2)cc1NC(=O)CN1C(=O)NC2(CCCC2)C1=O
#29 CCCCCCCC(=O)N/N=C(\C)c1cccnc1
#30 COCCNC(=S)Nc1ccc(Cl)c(Cl)c1
assay / entry	21	22	23	24	25	26	27	28	29	30
CHOP UPR activ	-0.5	-4.6	0.6	3.5	-1.1	-1.3	1.4	1.4	0.7	-1.0
CXCR6 block	1	0	-4	-7	-2	-6	8	13	-7	-1
UPR XBP1 act	6	2	-1	0	-3	0	1	1	-2	2
tim10-1 inh	-17	16	40*	6	19	20	5	-8	-1	26
TIM10 inh	3	3	34	-14	0	14	4	1	-5	28
tim23-1 inh	4	16	36	34	10	15	-5	3	0	22
APJ agonist	-4	-5	-1	-1	-2	-2	0	-3	4	-1
APJ antagonist	10	-6	0	-24	13	4	5	19	2	16
Mdm2 MdmX PPI	-14	2	6	-23	8	12	2	-15	19	16

#31 COc1cccc(NC(=O)Nc2cc(C(=O)O)ccc2N2CC3CC(C2)c2cccc(=O)n2C3)c1 (stereo not drawn)
#32 Cc1c(C(=O)OCC(=O)NCCN2C(=O)CSC2=O)cccc1[N+](=O)[O-]
#33 CC(C)(C)NC(=O)C1CCCN(S(=O)(=O)c2cccc3cccnc23)C1 (stereo not drawn)
#34 CCc1ccccc1NC(=O)C(CC)Sc1nc2cc3c(cc2c(=O)n1Cc1ccco1)OCO3 (stereo not drawn)
#35 CCn1c(=O)cc(OCC(=O)NCCCN2CC(C)CC(C)C2)c2ccccc21 (stereo not drawn)
#36 O=C(Cn1c(=O)cnc2ccccc21)NC1CCC(O)CC1 (stereo not drawn)
#37 COc1ccc(C(=O)NCc2nnc(SCC(=O)NC3=NCCS3)n2C)cc1
#38 O=C1CC(N2CCc3ccccc32)C(=O)N1c1ccc(F)cc1 (stereo not drawn)
#39 COc1ccc(CN(C(=O)c2snc(C(N)=O)c2N)C(C(=O)NC2CCCC2)c2cc(OC)ccc2OC)cc1 (stereo not drawn)
#40 Cc1c(C(=O)N2CCOCC2)c(S(=O)(=O)Nc2cccc(F)c2)c(C)n1C
assay / entry	31	32	33	34	35	36	37	38	39	40
CHOP UPR activ	-0.2	0.1	-2.5	4.7	0.3	1.6	1.5	2.5	0.6	-1.2
CXCR6 block	0	0	6	4	1	4	-8	0	9	3
UPR XBP1 act	-5	-3	-1	95*	2	-3	3	-2	-4	-3
tim10-1 inh	-11	-8	4	27	5	-1	-8	14	26	-6
TIM10 inh	7	6	6	6	-10	-8	0	-23	0	3
tim23-1 inh	-4	2	4	-3	2	-6	4	21	23	-3
APJ agonist	1	-2	-2	-1	-2	7	2	-1	-1	-1
APJ antagonist	10	16	8	-7	7	-57	-1	-14	1	-21
Mdm2 MdmX PPI	6	-8	-10	22	37	25	-22	7	12	2

Filtered by structure, those above with an NH in an aromatic ring (two)
#2 Nc1cc(=O)[nH]c(SCC(=O)Nc2cc(S(=O)(=O)N3CCOCC3)ccc2Cl)n1
#16 O=C(C[C@@H]1C/C=C\C[C@H](Cc2ccc(F)cc2)C(=O)OC[C@@H](Cc2c[nH]c3ccccc23)NC1=O)NCCO
assay / entry	2	16
CHOP UPR activ	-0.8	0.6
CXCR6 block	0	-4
UPR XBP1 act	0	0
tim10-1 inh	15	-1
TIM10 inh	13	-2
tim23-1 inh	10	10
APJ agonist	-7	-4
APJ antagonist	12	-1
Mdm2 MdmX PPI	-18	-3

Structures listed above that bear a hit mark in UPR XBP1 act.
No.	SMILES	CXCR6 block	UPR XBP1 act	APJ antagonist	Mdm2 MdmX PPI
34	CCc1ccccc1NC(=O)C(CC)Sc1nc2cc3c(cc2c(=O)n1Cc1ccco1)OCO3 (stereo not drawn)	4	95*	-7	22

More records:
#41 COCCn1c(SCC(=O)Nc2ccc(OC)cc2OC)nc2ccccc2c1=O
#42 COc1ccccc1N(CC(O)CN1CCCCC1)S(=O)(=O)c1ccc(C)cc1 (stereo not drawn)
#43 CC(NC1c2ccccc2-c2ccccc21)c1ccccc1 (stereo not drawn)
#44 CC(C)[C@H](NC(=O)NCCc1ccc(Cl)cc1)C(=O)O
#45 Cc1cc(C(=O)COC(=O)c2ccc(NC(=O)CC#N)cc2)c(C)n1-c1ccc(OC(F)F)cc1
assay / entry	41	42	43	44	45
CHOP UPR activ	1.3	0.0	-0.4	-0.6	0.9
CXCR6 block	6	-3	3	-2	-16
UPR XBP1 act	0	19	0	-1	-2
tim10-1 inh	10	16	17	-4	9
TIM10 inh	-6	-4	3	1	4
tim23-1 inh	2	19	15	11	9
APJ agonist	0	2	-4	-3	-2
APJ antagonist	9	7	8	0	5
Mdm2 MdmX PPI	13	-11	9	-7	29

Among those listed so far, three have bromine:
#7 CCn1nc(C)c(Br)c1-c1nc(-c2cccc(C)c2)no1
#8 C#CCn1c(=NC(=O)c2ccc(Br)s2)sc2cc(NC(C)=O)ccc21
#23 O=C(NC(=S)Nc1ncc(Br)cc1Br)c1cncc(Br)c1
assay / entry	7	8	23
CHOP UPR activ	2.3	2.3	0.6
CXCR6 block	-7	-1	-4
UPR XBP1 act	3	-1	-1
tim10-1 inh	5	23	40*
TIM10 inh	0	12	34
tim23-1 inh	15	-1	36
APJ agonist	-5	1	-1
APJ antagonist	4	-5	0
Mdm2 MdmX PPI	-10	33	6
